# M. tuberculosis = growth inhibition of non-replicating M. tuberculosis (AID 488890). Mycobacterium tuberculosis non-replicating, growth inhibition; higher % means a stronger effect. 320,000 tested, 0.39% active. inhibition, % at 25 µM, or IC50 in µM where a hit was titrated; in the data active = a potency from the dose series; inconclusive = inhibition mostly from about 82% at the one dose, without a potency; inactive = the rest, 99 in 100 with inhibition below about 76%;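 also: plate controls were DMSO cells for no effect and high antibiotic wells for full effect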
# influenza NS1A = H1N1 influenza NS1A inhibitors, functional cell based assay (AID 504329); NS1A functional cell-based assay, percent inhibition; higher % means a stronger effect; one-dose inhibition, % at 12.5 µM; IC50 in µM for titrated hits; 340,000 tested, 0.3% active; in the data active = a potency from the dose series; inconclusive = inhibition above about 27% without an active follow-up result; also: strong numbers were not always called active
# VEEV TC-83 Vero = inhibitors of VEEV TC-83 cytopathic effect, confirmation, Vero cells (AID 588727); Vero cells, VEEV TC-83 cytopathic effect inhibition; higher % means a stronger effect; inhibition, % at 20 µM; hits with a dose series show IC50 in µM; 350,000 tested, 0.13% active; in the data active = a potency from the dose series; inconclusive = inhibition mostly from about 14% at the one dose, without a potency; inactive = the rest, 99 in 100 with inhibition below about 12%; also: strong numbers were not always called active
# M. tuberculosis HTS = M. tuberculosis growth inhibition, HTS (AID 449762) | M. tuberculosis H37Rv growth inhibition, 7H9 media; higher % means a stronger effect | one-dose inhibition, % at 25 µM; IC50 in µM for titrated hits | 330,000 tested, 0.59% active; in the data active = a potency from the dose series; inconclusive = inhibition above about 70% without an active follow-up result;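 also: bacterial growth assessed after seven days of incubation; strong numbers were not always called active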
# PhoP GFP inhibition = PhoP regulon inhibitors, Salmonella typhi PhoP promoter GFP reporter, confirmatory (AID 1850); Salmonella Typhi PhoP-promoter GFP reporter, fluorescence, 4 h; higher % means a stronger effect; inhibition, % at 50 µM, or IC50 in µM where a hit was titrated; 310,000 tested, 0.33% active; in the data active = a potency from the dose series; inconclusive = inhibition mostly from about 25% at the one dose, without a potency; inactive = the rest, 99 in 100 with inhibition below about 19%;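 also: 0% = induced wells with vehicle and 100% = uninduced wells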
# VEEV TC-83 Vero 10K pilot screen = also measured in VEEV TC-83 Vero; calls as there; inhibition, %; measured here: 10K pilot screen inhibition
# The depositor's hits bear a star; i = inactive; ? = inconclusive; nt = no result given.
SMILES,M. tuberculosis,influenza NS1A,VEEV TC-83 Vero,M. tuberculosis HTS,PhoP GFP inhibition,others
COc1cccc(NC(=O)CSc2ccc3nnc(-c4ccncc4)n3n2)c1,nt,6%,4.0%,-4%,-10%,
Clc1ccccc1CN1CCN(/N=C/C=C\c2ccco2)CC1,20%,nt,3.6%,35%,-2%,
N=C1/C(=C\c2ccc(SCc3ccccc3)o2)C(=O)N=C2SC(CC(=O)N3CCOCC3)=NN12,33%,5%,3.9%,-5%,0%,
Nc1sc2c(c1C(=O)NC1CCS(=O)(=O)C1)CCC2 (centres undefined),-11%,3%,1.1%,0%,0%,
COC(=O)c1c(-c2ccc(Br)cc2)csc1NC(=O)Cc1ccc(OC)c(OC)c1,19%,-3%,6.9%,2%,5%,
COc1ccc(OCCOC(=O)CN2C(=O)NC3(CCCC3)C2=O)cc1,3%,-6%,4.0%,2%,-5%,
Cc1ccc(C2CC(C(F)F)n3ncc(C(=O)Nc4cnn(Cc5ccccc5C)c4)c3N2)cc1 (centres undefined),9%,-1%,1.5%,-5%,-4%,VEEV TC-83 Vero 10K pilot screen=9.2
CCC(=O)N1CCc2cc(S(=O)(=O)CCC(=O)NC3CCCCC3)ccc21,-16%,9%,0.7%,-2%,10%,
Cc1cc(C)c(S(=O)(=O)NCCSCc2ccco2)c(C)c1,12%,-7%,1.1%,-3%,nt,
COc1ccc(NC(=O)CC(Cc2ccccc2)C(=O)O)cc1 (centres undefined),4%,0%,0.8%,-17%,-18%,
COC(=O)c1cc(NC(=O)CSC2=NCCS2)cc(C(=O)OC)c1,8%,4%,1.4%,-4%,2%,
CCOc1cc(C2C3=C(CCCC3=O)N(CCC(=O)O)C3=C2C(=O)CCC3)ccc1OS(=O)(=O)c1ccc(C)cc1,10%,-7%,i,3%,-4%,VEEV TC-83 Vero 10K pilot screen=0.6
CC(C)(C)c1cc(NC(=O)Nc2ccccc2)no1,8%,6%,1.8%,3%,2%,
Nc1nc(N)c2cc(Sc3ccc4ccccc4c3)ccc2n1,?,nt,23%,?,?,
O=C(Nc1cccc(-c2csc(Nc3cccc(C(F)(F)F)c3)n2)c1)c1cc([N+](=O)[O-])cc(C(F)(F)F)c1,2%,-4%,7.9%,1%,-27%,
O=C(Nc1cccn(Cc2c(Cl)cccc2Cl)c1=O)c1ccc(Cl)cc1Cl,59%,4%,i,5%,-4%,
COC(=O)COc1cccc(NC(=O)c2cc(OC)cc(OC)c2)c1,59%,-15%,0.8%,56%,0%,
CC(=O)Oc1ccc(-c2ccc(C(=O)OCC(=O)N(C)CC(=O)Nc3ccccc3Cl)cc2)cc1,36%,4%,i,-12%,-3%,
CC1(C)Cc2cccc(OCC(=O)N3CCN(c4ccccc4F)CC3)c2O1,-10%,-14%,6.8%,1%,-3%,
COc1ccccc1/C=C/C1(C(=O)NC2CCCC2)CC(=O)N1c1ccccc1 (centres undefined),2%,-3%,8.4%,5%,-22%,
O=C(COC(=O)c1cc(Cl)ccc1O)Nc1cc(C(F)(F)F)ccc1N1CCOCC1,13%,-9%,5.8%,3%,nt,
O=C(COC(=O)c1cccc(S(=O)(=O)N2CCOCC2)c1)Nc1ccc2c(c1)OCO2,nt,11%,1.0%,-8%,-7%,
CCOc1ccccc1CNC(=O)Cn1ccc2cc(S(=O)(=O)N3CCC(C)CC3)ccc21,48%,-4%,4.9%,3%,-7%,
Cc1ccc(Cl)cc1Nc1nc(-c2sc(NC(=O)C(C)(C)C)nc2C)cs1,14%,3%,9.7%,5%,-1%,
CCOc1ccc(-c2c(C(=O)N/N=C/c3ccccc3)nnn2-c2nonc2N)cc1,16%,-14%,2.6%,-4%,-1%,
COc1ccc(Nc2nc(-c3cccs3)cs2)cc1,26%,nt,nt,nt,-3%,
Cc1cnc(NC(=O)Cn2cnc3c2c(=O)n(C)c(=O)n3C)s1,-6%,11%,4.3%,-6%,2%,
COc1ccc(CCNc2ncnc3cc(OC)c(OC)cc23)cc1OC,nt,-3%,8.5%,nt,nt,
NS(=O)(=O)c1ccc(NC(=O)COC(=O)c2ccco2)cc1,2%,-6%,0.3%,-2%,-15%,
Cc1ccc(N2C(=O)CC(N(O)C3CC(=O)N(c4ccc(C)cc4)C3=O)C2=O)cc1 (centres undefined),5%,-7%,2.4%,-2%,5%,
CCc1nc(SCC(=O)NNC(=O)C2CCCCC2)c2ccccc2n1,-14%,-3%,i,-5%,2%,
O=c1c2ccc(Cl)cc2[nH]c(=S)n1CCCN1CCOCC1,-17%,-4%,1.6%,-5%,11%,
COc1ccc(S(=O)(=O)N2CCCCCC2)cc1C(=O)NCc1ccccc1Cl,nt,11%,1.3%,nt,nt,
COc1cc(C)c(C)cc1S(=O)(=O)N1CCCCC1c1cccnc1 (centres undefined),44%,0%,1.0%,-4%,3%,
O=C(Nc1cccc(O)c1)c1ccccc1,2%,1%,4.4%,-5%,-1%,
CC(C)N(Cc1nc(-c2ccccc2)no1)C(=O)C(Cl)(Cl)Cl,28%,-12%,0.1%,4%,1%,
COc1ccc(OC)c2c1cc(C(=O)N[C@@H](C)C(=O)N[C@@H](C(=O)O)c1ccccc1)n2C,-13%,-3%,0.7%,-4%,1%,
CN(CCC#N)C(=O)COc1ccc(Br)cc1Cl,-4%,-3%,1.0%,-3%,12%,
CCCOc1ccccc1N/C(=N/c1nc(C)cc(C)n1)NC(=O)COc1ccc(OC)cc1,11%,-1%,6.7%,-3%,11%,
Cc1ccc(C)c(Cn2nnc3c(=O)[nH]c(C(=O)NCc4ccco4)nc32)c1,-18%,-3%,i,0%,-11%,
N#CCCn1c(-c2nonc2NC(=O)c2ccccc2Cl)nc2ccccc21,-20%,-7%,i,-1%,-1%,
CC(=O)OCCNc1cc(Sc2nc3ccccc3[nH]2)c2nonc2c1[N+](=O)[O-],2.4µM*,-9%,13%,?,-7%,
Nc1cc(=O)[nH]c(SCc2ccc(Cl)cc2Cl)n1,-2%,-5%,0.5%,-2%,-3%,
CCOc1ccc2c(c1)ncn2Cc1ccccc1,14%,3%,i,19%,-17%,
COc1cc2c(cc1OC)C(COc1ccc3c(C)cc(=O)oc3c1)N(C(=O)c1ccco1)CC2 (centres undefined),0%,-18%,2.5%,3%,-4%,
O=C1NC(=S)N/C1=C\c1ccc(N2CCOCC2)cc1,33%,-5%,0.9%,9%,2%,
CCN(c1ccccc1)S(=O)(=O)c1ccc(Cl)c(NC(=O)CSc2nnc(C)s2)c1,28%,-7%,i,-10%,8%,
c1cncc(-c2ccnc3ncnn23)c1,7%,-2%,0.5%,5%,-4%,
Cc1cc(C)nc(NC(=O)c2ccc(C)o2)n1,-7%,11%,0.4%,-10%,-10%,
CS(=O)(=O)Nc1ccc2c(c1)C(=O)OC2,-4%,-1%,0.7%,-5%,-3%,
Cc1ccc(NC(=O)COC(=O)Cc2c[nH]c3ccccc23)cc1F,nt,-1%,2.4%,nt,nt,
COc1cccc(-c2noc(-c3cccs3)n2)c1,-20%,-8%,2.3%,-3%,-5%,
CC(C)C[C@@H](NC(=O)[C@H]1CCCN1C(=O)Cc1ccccc1)C(N)=O,-11%,-8%,0.1%,10%,2%,
Cc1nc2cccc(C(=O)NC3CCCCC3)c2o1,23%,7%,0.9%,1%,8%,
FC(F)(F)c1cccc(OCc2nnc3n2CCC3)c1,-7%,-5%,i,-8%,-2%,
COc1cc(NC(=O)c2cccs2)c(C(=O)OCC(=O)NC(=O)NC(C)(C)C)cc1OC,80%,1%,1.3%,?,-4%,
COCCNC(=O)C1Nc2ccc(OC(F)(F)F)cc2C2C=CCC12 (centres undefined),-2%,-3%,0.5%,-3%,-4%,
CCn1cc(C(=O)NCc2cccs2)c(=O)c2ccc(C)nc21,-11%,-3%,1.3%,3%,12%,
CCCCSCc1ccc(C(=O)O)o1,0%,-3%,0.9%,-3%,2%,VEEV TC-83 Vero 10K pilot screen=0.8
O=C(CSc1nc2ccccc2s1)N1c2ccccc2Sc2ccccc21,13%,-7%,3.5%,6%,6%,

# (more compounds)
SMILES,M. tuberculosis,influenza NS1A,VEEV TC-83 Vero,M. tuberculosis HTS,PhoP GFP inhibition,others
O=C(Cc1ccccc1)NNC1CC(=O)N(c2ccc(Br)cc2)C1=O (centres undefined),-6%,-1%,0.6%,1%,10%,
COc1ccc(-c2cn3cccnc3n2)cc1NC(=O)CC(C)C,-8%,13%,2.1%,-8%,1%,
Cc1c(Cl)cccc1NC(=O)c1cccc(OC(F)F)c1,27%,-8%,1.6%,2%,-2%,
COc1ccc(CN2CCN(S(=O)(=O)c3ccc(NC(C)=O)cc3)CC2)cc1,15%,-12%,0.8%,-6%,4%,
Cc1cc(N)n(Cc2cccs2)n1,-3%,-4%,0.1%,3%,8%,
CCOC(=O)/C=C1\SCC(=O)N1CC(O)CN1C(=O)CS/C1=C/C(=O)OCC (centres undefined),nt,0%,0.7%,nt,nt,
CCOC(=O)N1CCN(C(=O)Nc2ccc(Cl)cc2)CC1,12%,5%,i,-2%,3%,
O=C(CN1CCN(S(=O)(=O)c2ccc(Cl)s2)CC1)NCc1ccc(Cl)cc1,25%,1%,1.8%,-5%,-6%,
CCN(Cc1ccncc1)C(=O)c1ccccc1NS(=O)(=O)c1ccc(Br)cc1,7%,-8%,95%,1%,-3%,
CCNC(=O)CN1C(=O)NC2(CCCCCC2)C1=O,-1%,2%,i,-13%,-9%,
CC(C)CN(C(=O)COc1ccc(C(C)(C)C)cc1)C1CCS(=O)(=O)C1 (centres undefined),-5%,-3%,12%,-4%,10%,
COc1cc(NC(=O)c2ccccc2C)c(OC)cc1NC(=O)CN1CCOCC1,13%,-8%,6.9%,59%,-7%,

# Gathered by group: the entries above containing an aryl methoxy group.
SMILES,M. tuberculosis,influenza NS1A,VEEV TC-83 Vero,M. tuberculosis HTS,PhoP GFP inhibition,others
COc1cccc(NC(=O)CSc2ccc3nnc(-c4ccncc4)n3n2)c1,nt,6%,4.0%,-4%,-10%,
COC(=O)c1c(-c2ccc(Br)cc2)csc1NC(=O)Cc1ccc(OC)c(OC)c1,19%,-3%,6.9%,2%,5%,
COc1ccc(OCCOC(=O)CN2C(=O)NC3(CCCC3)C2=O)cc1,3%,-6%,4.0%,2%,-5%,
COc1ccc(NC(=O)CC(Cc2ccccc2)C(=O)O)cc1 (centres undefined),4%,0%,0.8%,-17%,-18%,
COC(=O)COc1cccc(NC(=O)c2cc(OC)cc(OC)c2)c1,59%,-15%,0.8%,56%,0%,
COc1ccccc1/C=C/C1(C(=O)NC2CCCC2)CC(=O)N1c1ccccc1 (centres undefined),2%,-3%,8.4%,5%,-22%,
COc1ccc(Nc2nc(-c3cccs3)cs2)cc1,26%,nt,nt,nt,-3%,
COc1ccc(CCNc2ncnc3cc(OC)c(OC)cc23)cc1OC,nt,-3%,8.5%,nt,nt,
COc1ccc(S(=O)(=O)N2CCCCCC2)cc1C(=O)NCc1ccccc1Cl,nt,11%,1.3%,nt,nt,
COc1cc(C)c(C)cc1S(=O)(=O)N1CCCCC1c1cccnc1 (centres undefined),44%,0%,1.0%,-4%,3%,
COc1ccc(OC)c2c1cc(C(=O)N[C@@H](C)C(=O)N[C@@H](C(=O)O)c1ccccc1)n2C,-13%,-3%,0.7%,-4%,1%,
CCCOc1ccccc1N/C(=N/c1nc(C)cc(C)n1)NC(=O)COc1ccc(OC)cc1,11%,-1%,6.7%,-3%,11%,
COc1cc2c(cc1OC)C(COc1ccc3c(C)cc(=O)oc3c1)N(C(=O)c1ccco1)CC2 (centres undefined),0%,-18%,2.5%,3%,-4%,
COc1cccc(-c2noc(-c3cccs3)n2)c1,-20%,-8%,2.3%,-3%,-5%,
COc1cc(NC(=O)c2cccs2)c(C(=O)OCC(=O)NC(=O)NC(C)(C)C)cc1OC,80%,1%,1.3%,?,-4%,
COc1ccc(-c2cn3cccnc3n2)cc1NC(=O)CC(C)C,-8%,13%,2.1%,-8%,1%,
COc1ccc(CN2CCN(S(=O)(=O)c3ccc(NC(C)=O)cc3)CC2)cc1,15%,-12%,0.8%,-6%,4%,
COc1cc(NC(=O)c2ccccc2C)c(OC)cc1NC(=O)CN1CCOCC1,13%,-8%,6.9%,59%,-7%,

# Molecules shown so far containing a nitro group on carbon (2):
SMILES,M. tuberculosis,influenza NS1A,VEEV TC-83 Vero,M. tuberculosis HTS,PhoP GFP inhibition,others
O=C(Nc1cccc(-c2csc(Nc3cccc(C(F)(F)F)c3)n2)c1)c1cc([N+](=O)[O-])cc(C(F)(F)F)c1,2%,-4%,7.9%,1%,-27%,
CC(=O)OCCNc1cc(Sc2nc3ccccc3[nH]2)c2nonc2c1[N+](=O)[O-],2.4µM*,-9%,13%,?,-7%,

# Assay outcomes as filed in PubChem BioAssay.
